Source: PubChem
Myeloid diff 2: compounds promoting myeloid differentiation | AID 624256 | calls only at 10 µM | 360,000 tested, 1% active | ER-HoxA9 myeloid progenitors, lysozyme-GFP differentiation, flow cytometry;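 active = normalized GFP-positive differentiation at or above the plate's own cutoff, the solvent-only control mean plus 3 SD; inconclusive = no clear call, values can overlap the other calls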;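 note: cells exposed to compound for four days before flow analysis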
Myeloid diff 2 GFP+ MAC1+ %: also measured in Myeloid diff 2; calls as there; GFP+ MAC1+ double positive, %; measured here: differentiation confirmed by MAC1 staining
* marks the source's active call; other numbers are inactive results; i = inactive; ? = inconclusive; . = no result given; + = active, no number. Only part of the results is shown; rates above refer to the full screens.

smiles | Myeloid diff 2 | Myeloid diff 2 GFP+ MAC1+ %
Cc1ccsc1-c1cc2nc(Nc3ccc(F)cc3)n(C)c(=O)c2s1 | i | 0.6
O=C(NCCc1ccccn1)c1c(-c2ccccc2)sc2ccccc12 | i | 1.2
O=C(c1[nH]c(C(F)(F)F)nc1-c1ccccc1)N1CCN(c2cccc(C(F)(F)F)n2)CC1 | i | 1.3
O=C(/C=C/Nc1ccc(F)cc1F)c1ccc(Br)cc1 | i | 0.8
CC(C)CC(=O)Nc1ccc(C(=O)COC(=O)C2CC(=O)N(Cc3ccccc3)C2)cc1 (stereo not given) | i | 1.3
C[C@@H]1O[C@@H](O[C@@H]2C(=O)c3c(O)cc(O)cc3O[C@H]2c2ccc(O)c(O)c2)[C@H](O)[C@H](O)[C@H]1O | i | 1.3
CCOC(=O)C1CCN(C(c2cc3cc(C)cc(C)c3[nH]c2=O)c2nnnn2C2CCCCC2)CC1 (stereo not given) | i | 6.0
COc1cccc(-c2sc3ccc(OC)cc3c2C#CC(C)(C)O)c1 | i | 0.6
CC(C)C(NS(=O)(=O)c1ccccc1)C(=O)OCC(=O)NNC(=O)c1ccccc1 (stereo not given) | i | 0.4
COc1ccc(-c2coc3cc(O[C@@H]4O[C@H](CO)[C@@H](O)[C@H](O)[C@H]4O)c(OC)cc3c2=O)cc1 | i | 1.6
COCCNC(=O)C1(C)CCN(C(=O)Cc2ccc(OC)c(OC)c2)C1 (stereo not given) | i | 1.2
O=C(NNC(=O)c1ccc(-c2ccccc2)cc1)Nc1ccccc1 | i | 0.4
COc1cccc(C(=O)OCC(=O)Nc2sc3c(c2C(N)=O)CCC3)c1O | i | 0.3
CC(=O)Nc1c(Cl)cnn(-c2ccccc2)c1=O | i | 0.8
COc1ccc(OC)c(S(=O)(=O)NCC(=O)NC2CCCCCC2)c1 | i | 0.2
Cc1noc(-c2ccccc2)c1NC(=O)Nc1ccc2nc([C@H]3C[C@H](O)[C@@H](CO)O3)[nH]c2c1 | i | 2.1
Cc1ccc(Nc2cc(Cl)nc(N)n2)c([N+](=O)[O-])c1 | i | 0.9
CC1CN(c2ccccn2)C(C)CN1C(=S)Nc1ccccc1 (stereo not given) | i | 0.9
O=C(NC1CCCCC1)[C@@H]1CC=C[C@@H]2CCN(C3CCCCC3)C(=O)[C@@H]21 | i | 1.6
Cc1ccc(S(=O)(=O)NC(CC(C)C)C(=O)NCC(c2ccco2)N2CCCCC2)cc1 (stereo not given) | i | 0.6
COc1ccc(Cl)cc1NS(=O)(=O)c1cccc(C(=O)NC2CCN(Cc3ccccc3)CC2)c1 | i | 0.2
CCCN(C(=O)c1ccc(S(=O)(=O)N2CCCC2)cc1)C1CCS(=O)(=O)C1 (stereo not given) | i | 0.3
COc1ccccc1Cc1c(-c2ccccc2)nc2c(C)cc(Br)cn12 | i | 0.5
O=c1[nH][nH]c2c1[C@@H](c1ccc(F)cc1)O[C@H](CCOCc1ccccc1)C2 | i | 0.8
CN(c1ccccc1)S(=O)(=O)c1cc(C(=O)NCCCn2ccnc2)ccc1Cl | i | 0.7

Sorted by molar mass (rising): 4 of the compounds above
smiles | Myeloid diff 2 | Myeloid diff 2 GFP+ MAC1+ %
CC1CN(c2ccccn2)C(C)CN1C(=S)Nc1ccccc1 (stereo not given) | i | 0.9
O=C(NCCc1ccccn1)c1c(-c2ccccc2)sc2ccccc12 | i | 1.2
O=C(NC1CCCCC1)[C@@H]1CC=C[C@@H]2CCN(C3CCCCC3)C(=O)[C@@H]21 | i | 1.6
CCCN(C(=O)c1ccc(S(=O)(=O)N2CCCC2)cc1)C1CCS(=O)(=O)C1 (stereo not given) | i | 0.3

The list continues.
smiles | Myeloid diff 2 | Myeloid diff 2 GFP+ MAC1+ %
Cc1cc(-c2ccccc2)cc(=O)[nH]1 | i | 0.7
COc1ccc([C@H]2CC(=O)C=C(c3cc(F)ccc3OC)C2)cc1 | i | 1.0
N#Cc1ccc(C=NN2CCCCCC2)cc1 | i | 0.9
COc1cc(CCc2ccccc2)c(C(=O)O)c(O)c1CC=C(C)C | i | 2.7
CC1CCCC(C)N1C(=O)COC(=O)CSc1ccc([N+](=O)[O-])cc1 (stereo not given) | i | 0.8
COc1ccc(S(=O)(=O)NC(=O)C2(C)CCN2C(=O)c2cccc(F)c2)cc1 (stereo not given) | i | 1.3
O=C(NCc1cccs1)Nc1cccc(Cl)c1 | i | 0.3
O=C(NCCO)C(=O)NCC(c1cccs1)S(=O)(=O)c1ccc(F)cc1 (stereo not given) | i | 0.8
CC1(C(=O)NCc2cccc3ccccc23)CCN1C(=O)C1(c2ccccc2)CC1 (stereo not given) | i | 1.0
Cc1cccc(S(=O)(=O)N(C)C[C@@H]2OCc3cn(nn3)CCCC(=O)N([C@@H](C)CO)C[C@H]2C)c1 | i | 0.6
C[C@H]1COC(=O)[C@@H](NC(=O)OCC2c3ccccc3-c3ccccc32)C/C=C\C[C@H](CC(=O)NCCO)C(=O)N1 | i | 1.1
CN(Cc1ccccc1Cl)C(=O)CCNC(=O)c1ccco1 | i | 0.8
CCCCCCn1c(=O)n2n(c1=O)C[C@]1(OC(=O)NCc3ccc(OC)c(OC)c3)CN(S(=O)(=O)c3ccc(C)cc3)C[C@]1(O)C2 | i | 0.4
O=C(OCC(=O)N1CCCCCC1)c1ccc(Br)c(S(=O)(=O)N2CCOCC2)c1 | i | 1.4
COc1ccc(CNC(=O)COC(=O)/C=C/c2cccc(Cl)c2)cc1 | i | 0.6
c1ccc2c(C3OCC4(CCCCC4)CO3)cccc2c1 | i | 1.2
CC(=O)Nc1ccc(Nc2cc(C)nc(Nc3ccc(NC(C)=O)cc3)n2)cc1 | i | 0.4
Cc1ccccc1-c1cc2nc(Oc3ccc4c(c3)OCO4)n(C)c(=O)c2s1 | i | 0.6
COc1ccc(-c2cc(NC=O)c3ncc(-c4cnn(C)c4)n3c2)cc1 | i | 1.4
COCCCNC(=O)CC1C[C@H](C(=O)N2CCCCC2)[C@@]2(CCc3ccccc3)c3[nH]c4ccc(OC)cc4c3CCN2C1=O (stereo not given in full) | i | 1.7
Cc1ccc2nc(-c3ccc(Cl)cc3)c(CC3CCCCC3)n2c1 | i | 1.3
Cc1ccc(S(=O)(=O)N2CCOCC2)cc1C(=O)N1CCN(c2ncccn2)CC1 | i | 0.3
CCC(C)Sc1ccc([C@@H]2[C@@H]3C(=O)N(CC)C(=O)[C@@H]3[C@]3(C(=O)OC)CCCCN23)cc1 (stereo not given in full) | i | 2.3
N#CC1=C(N)Oc2cc(N)ccc2C1c1ccccc1 (stereo not given) | i | 0.2
c1cc(-c2ccsc2)n2cnnc2c1 | i | 1.1

Following part.
Compound,Myeloid diff 2,Myeloid diff 2 GFP+ MAC1+ %
CC[C@]12c3[nH]c4cc(-c5ccco5)ccc4c3CCN1C(=O)[C@@H](CC(=O)NC(C)(C)C)C[C@@H]2C(=O)N1CCN(C(=O)C2CC2)CC1,i,0.5
O=C(CN1CCN(Cc2ccccc2)CC1)Nc1cccc(Cl)c1Cl,i,0.5
CCCCN1C(=O)C(=O)N(CC(=O)Nc2cc(Cl)ccc2OC)C1=O,i,1.0
CCOC(=O)N1CCN(C(=O)C[C@@H]2C[C@@]3(C(=O)OC)CCCCC=C3N(Cc3ccc4c(c3)OCO4)C2=O)CC1,i,0.9
Cc1ccc(CNC(=O)c2ccc3c(c2)S(=O)(=O)c2ccccc2C3=O)cc1,i,2.3
OC(Cc1cccnc1)(c1ccccc1)c1ccccc1,i,0.6
O=C(COC(=O)c1c2c(nc3ccccc13)/C(=C\c1ccco1)CC2)NC1CCCC1,i,1.1
COc1ccccc1-c1noc2c1C(=O)N(Cc1cn(Cc3ccccc3)nn1)CC2,i,1.8
Cc1cc(=O)n2cn[nH]c2n1,i,1.4
O=S1(=O)N[C@@H](Cc2ccccc2)COc2cccc(N3CCN(Cc4ccccc4F)CC3)c21,i,0.9
O=C(COc1ccc(-n2cnnn2)cc1)Nc1ccc(F)c(Cl)c1,?,.
CN1CCN(CCOCCOc2c(Cl)cc(Cl)cc2Cl)CC1,i,0.4

Given with values under each structure: entries from further up.
Values run as follows: Myeloid diff 2 | Myeloid diff 2 GFP+ MAC1+ %
> OC(Cc1cccnc1)(c1ccccc1)c1ccccc1
    i | 0.6
> O=C(COC(=O)c1c2c(nc3ccccc13)/C(=C\c1ccco1)CC2)NC1CCCC1
    i | 1.1

(more compounds)
Compound,Myeloid diff 2,Myeloid diff 2 GFP+ MAC1+ %
Cc1cccc(NC2(C(=O)O)CCCC2)c1,i,2.1
COc1ccc(C(C)=NNS(=O)(=O)c2ccc(C)cc2)cc1OC,i,0.7
CC1(C(=O)Nc2ccc3c(c2)OCCO3)CCN1C(=O)C/C=C/c1ccccc1 (stereo not given),i,1.0
Cc1cccc(-n2nnnc2SCC(=O)NCC2(N3CCOCC3)CCCCC2)c1C,i,0.8
NCCN1C(=O)c2ccccc2C1(O)c1ccc(Cl)cc1 (stereo not given),i,1.7
Cc1ccc(-c2noc(CN(C(=O)CCCN3C(=O)c4ccccc4C3=O)C(C)C)n2)cc1,i,0.2
CC1(Cc2cc(Cl)ccc2C(F)(F)F)C(=O)Nc2cc(F)ccc21 (stereo not given),i,0.9
Cc1ccc(CC(C)(O)CC(C)(O)Cc2ccc(C)cc2)cc1 (stereo not given),i,0.9
COc1cc(CCC(=O)OCC(=O)N(CC(C)C)C2CCS(=O)(=O)C2)cc(OC)c1OC (stereo not given),i,1.5
COCCN(C(=O)COC(=O)/C=C/c1cccc(C(F)(F)F)c1)c1c(N)n(CC(C)C)c(=O)[nH]c1=O,i,1.0
O=C1NC(Cc2ccccc2)c2nc3cc(F)ccc3c(=O)n2-c2ncccc21 (stereo not given),i,0.5
CN(Cc1ccccc1)C(=O)c1[nH]c(C(F)(F)F)nc1-c1ccccc1,i,1.1
CN(C)CCNC(=O)c1cccc(-c2cnc3c(NC=O)cc(-c4ccc(C(=O)N5CCOCC5)cc4)cn23)c1,i,0.9
C=CC[C@@H](CC(=O)NCCO)C(=O)N[C@H](COC(=O)[C@H](CC=C)CC(=O)OC(C)(C)C)Cc1c[nH]c2ccccc12,i,0.7
NS(=O)(=O)c1ccc(CCNC(=O)COC(=O)c2ccc([N+](=O)[O-])o2)cc1,i,2.2
CCOC(=O)C1(C)CCCN1C(=O)c1ccccc1F (stereo not given),i,0.8
Cc1c(C(=O)Nc2nccs2)oc2ccc(Br)cc12,i,1.4
Cc1ccc(SCCC(=O)NNC(=O)c2ccccc2F)cc1,i,1.6
O=C(NCc1ccccc1)c1ccc([N+](=O)[O-])cc1,i,0.9
CCCCCNC(=O)C(CCc1ccccc1)n1c(=O)c(-c2cc3ccccc3[nH]2)nc2ccccc21 (stereo not given),i,2.0
O=C(CNc1cccc(C(F)(F)F)c1)Nc1cccc(S(=O)(=O)N2CCCC2)c1,i,0.4
COc1cc2cc(C[C@H](C)O)oc(=O)c2cc1OC,i,0.6
CCc1nc2ccc(C(=O)NCCN3CCOCC3)cn2c1N(C=O)Cc1ccc(OC)cc1,i,1.4
CCc1nc2ccc(C(=O)N(CC)CCN(C)C)cn2c1N(C)Cc1nccs1,i,1.2
Cc1ccnc(NC(=O)c2ccc3c(c2)NC(=O)C(C)S3)c1 (stereo not given),i,0.6
CC1(C(=O)NS(=O)(=O)c2cccc(F)c2)CCN1C(=O)Cc1ccc(-c2ccccc2)cc1 (stereo not given),i,0.1
COc1ccccc1N(Cc1ccccc1)S(=O)(=O)c1cccc(C(=O)N2CCCCC2)c1,i,1.1
O=C(NCc1cc(C(F)(F)F)ccc1Cl)c1cccc2c1C(=O)c1ccc(N3CCC(Cc4ccccc4)CC3)cc1S2(=O)=O,+,5.4*
O=C(COc1cccc(C(F)(F)F)c1)Nc1cccc(S(=O)(=O)NC2=NCCCCC2)c1,i,0.3
COc1ccccc1S(=O)(=O)Nc1ccc2nc(C)sc2c1,i,1.1
COc1ccc(CCN2CC(C(=O)NCCc3ncccc3C)CCC2=O)cc1 (stereo not given),i,0.5
CN(CC(=O)Nc1ccc(Cl)c(Cl)c1)C(=O)C1CCC1,i,1.3
C#CCOCCOCCOCCNc1nc(N2CCN(C(=O)[C@H](CCC(=O)O)n3cc([C@@H](N)CCCCN)nn3)CC2)nc(N2CCN(C(=O)[C@H](CCCCN)n3cc([C@@H](N)CC(N)=O)nn3)CC2)n1,i,1.2
O=C(O)c1cnnc2ccccc12,i,1.9
COc1ccccc1S(=O)(=O)N1CCN(S(=O)(=O)c2cccs2)CC1,i,1.6
N#Cc1ccsc1NC(=O)c1ccc2ncsc2c1,i,1.4
Cc1nnc(SC(C)C(=O)Nc2ccc(Cl)cc2Cl)[nH]c1=O (stereo not given),i,0.5
COc1cccc(N=NC2C(=O)N(C(N)=S)N=C2C)c1 (stereo not given),i,0.6
[O-][n+]1nc2ccccc2c2ccccc21,i,1.0
COC(=O)[C@@]1(C(C)C)N=C(c2cc(OC)c(OC)c(OC)c2)[C@]2(O1)C(=O)N(C)c1ccc(Cl)cc12,i,0.6
CSc1ncc(Sc2ccccc2)c(C(=O)O)n1,i,0.7
CCOc1ccccc1NC(=O)/C=C/c1ccc(S(=O)(=O)N2CCOCC2)cc1,i,0.3
COc1ccc(C=CC(=O)c2cc(O)ccc2O)cc1,i,1.3
N#Cc1ccccc1S(=O)(=O)N1CCN(CC(=O)Nc2ccccc2C(=O)NC2CC2)CC1,i,1.9
C[C@H]1CCC(=O)N(CCSc2ccc(Br)cc2)CC1,i,0.9
O=C(CSc1nnc(COc2ccc(Cl)cc2)o1)Nc1nccs1,i,0.4
COc1ccc(CNC(=O)C[C@@H]2C[C@H]3c4cc(NC(=O)C5CCC5)ccc4O[C@H]3[C@@H](CO)O2)cc1,i,1.5
